# AID inhibitor = inhibitors of human activation induced cytidine deaminase | AID deamination FRET fluorescence, UDG-coupled, 4 h | actives 0.32% (n = 91,000) | Potency, µM (series often up to 115 µM), without a hit: at the top dose activity change, negative = inhibition, most hits filed as inhibitors | AID 1347428; also: nearly all actives have a fitted effect of over 25% in size
# Target sequence (Q9GZX7 whole entry, looked up): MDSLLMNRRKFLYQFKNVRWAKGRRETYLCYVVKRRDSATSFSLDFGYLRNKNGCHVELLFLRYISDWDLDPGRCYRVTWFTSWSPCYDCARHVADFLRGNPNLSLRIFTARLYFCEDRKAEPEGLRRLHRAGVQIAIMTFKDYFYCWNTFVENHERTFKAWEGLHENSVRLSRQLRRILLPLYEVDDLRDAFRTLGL
# UDG counterscr = counter-screen for AID inhibitors: uracil-DNA glycosylase inhibition; Potency, µM (titrated, usually from 115 µM), without a hit: at the top dose activity change, negative = inhibition, most hits filed as inhibitors; FRET deamination/UDG coupled assay, UDG read, 4 h; actives 0.14% (n = 91,000); also: nearly all actives have a fitted effect of over 65% in size
# Active calls of the source: *; ? = inconclusive; [ ] = dose if it differs, or a comment. Calls follow the shape of the dose curve; as a rule, active = well fitted curve in the direction sought with a large enough effect; inconclusive = small, poorly fitted or top-dose-only effect, or another doubt; inactive = no such curve, though single readings can be large; an effect the other way counts as inactive or inconclusive. % is scaled to controls: 0 for no effect and ±100 for the full control effect; potency is read from the fitted curve at half-maximal effect. Only part of the results is shown; count on the stated rates, not on these rows.
SMILES	AID inhibitor	UDG counterscr
Cc1cccc2c(CCN)c[nH]c12	2%	-8%
Cc1cccc(CN2C(=O)CN=C(c3ccccc3Cl)c3cc(Cl)ccc32)c1	?	-21%[57.5 µM]
O=C1/C(=C\c2ccc(Br)cc2)N2CCC1CC2	-4%	-3%
CC1(C(=O)O)C2CCC(O2)C1(C)C(=O)O (stereo not drawn)	1%	4%
Cc1[nH]nc2c1C(c1ccc3c(c1)OCO3)SCC(=O)N2 (stereo not drawn)	-20%	-3%
Nc1nc(CN2CCN(C(=O)COc3ccc(F)cc3)CC2)nc2ccccc12	-7%	-4%
c1ccc2c(CNC34CC5CC(CC(C5)C3)C4)c[nH]c2c1	-6%	-11%
CC(NC(C)(C)C)C(=O)c1cccc(Cl)c1 (stereo not drawn)	3%	-9%
CC(C)Oc1cccnc1N(C)C1CCN(Cc2ccccc2)CC1	1%	-2%
Oc1ccc(-c2ccccc2)cc1	0%	-1%
O=C(Nc1ccc(Br)cc1C(=O)c1ccccc1Cl)c1ccccc1F	-4%	-2%
Cc1ccc2nc(NC(=O)c3cccn(Cc4ccccc4F)c3=O)sc2c1	7%	-7%
CN1CCN(c2csc3ccc(F)cc3c2=O)CC1	14%	0%
C=CCNC(=O)CSC(c1ccccc1)c1ccc(Cl)cc1 (stereo not drawn)	-10%	-4%
N#C/C(=C\c1ccccc1)C(=O)Nc1ccc(Cl)cc1C(=O)c1ccccc1	-16%	-10%
CC1OC(OC2CCC3(C=O)[C@H]4CCC5(C)C(C6=CC(=O)OC6)CCC5(O)[C@@H]4CCC3(O)C2)CC(O)C1O (stereo partly drawn)	2%	-2%
O=C(Cc1ccc(Cl)c(Cl)c1)N1CCCCC1CN1CCCC1 (stereo not drawn)	0%	-2%
CN(C)c1ccc(C2CC2N)cc1 (stereo not drawn)	-2%	-6%
Cc1cc(C)cc(OCC(=O)Nc2ccc(Cl)cc2C(=O)c2ccccc2)c1	8%	-7%[57.5 µM]
CN1CCc2cc(O)cc3c2[C@H]1Cc1ccc(O)c(O)c1-3	3%	6%
O=S(=O)(Cc1ccc(F)cc1)C(c1ccc(F)cc1)c1ccc(F)cc1	-20%	-7%
NCCCP(=O)(O)O	2%	0%
Cc1cccc(-n2nnnc2C2(N)CCCCC2)c1	-15%	-6%
COc1ccc(NC(=O)CCc2nc(C3=CCN(Cc4cccc(Cl)c4)CC3)no2)c(OC)c1	19%	?
N#CCCNc1ccccc1	4%	4%
O=C(O)c1cc[c]([Hg][Cl])cc1	-28%	-3%
COc1ccc(CCNCc2ccc3c(c2)n(C)c(=O)n3C)cc1	7%	3%
COc1ccc(C2CC(=O)Oc3c2c(=O)oc2ccccc32)c(OC)c1OC (stereo not drawn)	5%	6%
c1ccc2c(c1)[I+]c1ccccc1-2	-19%	0%
O=C(c1ccc2c(c1)N(Cc1ccc(F)cc1)C(=O)c1ccccc1S2)N1CCC2(CC1)OCCO2	?	-8%[57.5 µM]
O=C(O)CC[n+]1ccc(-c2cc[n+](CCC(=O)O)cc2)cc1	4%	-9%
Cc1ccccc1-n1nc(C)c2c1NC(=O)CSC2c1ccccc1C(F)(F)F (stereo not drawn)	6%	27%
Cc1ccc(-n2c(/C=C/c3ccccc3)nc3ccccc3c2=O)cc1Cl	?	0%
CC(C)CCOc1cccc(CCN)c1	-5%	-4%
O=C(Nc1nc2ccccc2s1)c1cccn(Cc2ccccc2)c1=O	-28%	?
NCC(c1ccc(Cl)cc1)N1CCCC1 (stereo not drawn)	-4%	-11%
COc1ccc(NC(=O)CCc2nc(C3=CCN(Cc4cccc(C)c4)CC3)no2)c(OC)c1	-20%	-6%
CCc1ccc2[nH]c(C)c(CCN)c2c1	-2%	6%
NCCc1ccc(OCc2ccccc2)cc1	-6%	-9%
NC(=O)c1ccc(NC(=O)c2cccn(Cc3ccccc3)c2=O)cc1	-2%	26%
O=C(NC(O)C(Cl)(Cl)Cl)NC(O)C(Cl)(Cl)Cl (stereo not drawn)	3%	-8%
CCCCC12CN3CC(C)(CN(C1)C3c1ccccn1)C2=O (stereo not drawn)	0%	2%
CC1CCCC(O)CCCCCc2cc(O)cc(O)c2C(=O)O1 (stereo not drawn)	0%	-4%
O=C(CSC1c2ccccc2Oc2ccccc21)Nc1ccc(C(=O)O)cc1	-7%	4%
c1cn(C2CCCNC2)cn1 (stereo not drawn)	-1%	-2%
O=C(COc1ccccc1Cl)N1CCN(CCc2ccccn2)CC1	37%[activator][57.5 µM]	13%[57.5 µM]
COc1ccc2[nH]c3c(c2c1)CCNC3	-9%	-15%
CC12CCC(O)CC1CC[C@@H]1[C@@H]2CCC2(C)[C@H](C3=CC(=O)OC3)CCC12O (stereo partly drawn)	-3%	-15%
O=[N+]([O-])/C=C/c1c[nH]c2ccccc12	6%	5%
O=C(c1sc2ccccc2c1Cl)N1CCC2(CC1)OCCO2	-2%	6%
C/C(=C\c1cn(C)c2ccccc12)[N+](=O)[O-]	5%	-11%
COc1cc(C(O)CN)ccc1O (stereo not drawn)	4%	1%
NCCc1ccc(OC(F)(F)F)cc1	-7%	1%
Cc1[nH]nc2c1C(c1ccc(-c3ccccc3F)o1)SCC(=O)N2 (stereo not drawn)	10%	2%
Cc1noc(C)c1COc1ccc(CC(=O)N2CCN(CC(=O)N3CCOCC3)CC2)cc1	-5%	2%
CC(=O)NCCc1c[nH]c2ccccc12	0%	-2%
Cc1ccccc1-n1c(/C=C/c2c(C)[nH]c3ccccc23)nc2ccccc2c1=O	0%	-8%
Cc1ccc(-c2nn3c(=O)cc(CN4CCN(C(=O)COc5ccc(C)c(C)c5)CC4)nc3s2)cc1	19%	37%[activator]
C[N+]1(C)CCN(c2ccccc2)CC1	-1%	8%
O=c1c2ccccc2nc(/C=C/c2cccc3ccccc23)n1-c1ccccc1Cl	?	89µM*

# Retrieved one by one from the entries so far (two):
SMILES	AID inhibitor	UDG counterscr
O=C(c1sc2ccccc2c1Cl)N1CCC2(CC1)OCCO2	-2%	6%
Cc1noc(C)c1COc1ccc(CC(=O)N2CCN(CC(=O)N3CCOCC3)CC2)cc1	-5%	2%

# Additional results follow:
SMILES	AID inhibitor	UDG counterscr
Cc1cc(C)c(NC(=O)c2cn(Cc3ccccc3)nn2)c(C)c1	3%	-8%
COCCNC(=O)Cn1cc(C(=O)c2ccccc2)c2ccccc21	-1%	3%
C=C(C)[C@H]1CN[C@H](C(=O)O)[C@H]1CC(=O)O	0%	-3%
COc1ccc(CCNCc2ccc(Cl)cc2)cc1	-3%	2%
Cc1ccc(COc2ccc(CC(C)N)cc2)cc1 (stereo not drawn)	-6%	3%
CN(C(=O)Cc1ccc(Cl)c(Cl)c1)C(CN1CCCC1)c1cccc(OCC(=O)O)c1 (stereo not drawn)	1%	8%
Cc1ccc(-n2c(/C=C/c3cc(Br)cs3)nc3ccccc3c2=O)cc1	-14%	14%
Cc1ccc(NC(=O)N(Cc2ccc3c(c2)OCO3)C2CCN(Cc3ccccc3)CC2)cc1C	?	-27%
Cc1[nH]c2c(C)ccc(C)c2c1CCN	-8%	-8%
C=CCN1CCN(C(=O)Cc2ccc(F)cc2)CC1	-5%	4%
COc1ccc(C(=O)C(C)(C)NO)cc1	-8%	-11%
O=C(COc1cc(Cl)ccc1Cl)Nc1ccc(Cl)cc1C(=O)c1ccccc1	-8%	7%[57.5 µM]
Cc1ccccc1CN1C(=O)C(C)N=C(c2ccccc2)c2ccccc21 (stereo not drawn)	?	-3%[57.5 µM]
COc1ccc(C(C#N)C(C)=O)cc1OC (stereo not drawn)	-2%	-1%
O=C(CNC12CC3CC(CC(C3)C1)C2)c1ccc(Cl)cc1	24%	2%
COc1ccc(CCNCc2ccc(C)s2)cc1	3%	10%
COc1ccc(-c2coc3cc(OCC(=O)N4CCN(C)CC4)ccc3c2=O)cc1	-11%	19%
O=C(CCl)NCNC(=O)CCl	4%	6%
CCc1cccc(NC(=O)CN2C(=O)CN=C(c3ccccc3F)c3cc(Cl)ccc32)c1	8%	-3%[57.5 µM]
Cc1oc(-c2ccc(Cl)cc2)nc1CN1C(=O)CN=C(c2ccccc2)c2ccccc21	?	-15%
Cc1cccc(NC(=O)Cn2cc(C(=O)c3ccccc3)c3ccccc32)c1	1%	0%
CN1CCc2cccc(Cl)c2CC1	2%	-4%
COc1ccc(CNCCc2ccccc2)cc1	1%	7%
CC(Cl)C(=O)NC(C)(C)C (stereo not drawn)	3%	-5%
O=C(Nc1ccc2c(c1)OCO2)c1cccn(Cc2ccccc2)c1=O	42%[activator]	-22%
COc1ccc(-c2cc3ccc(OC(=O)N(C)C)cc3oc2=O)cc1	-17%	-5%
CCN(CC)C(=O)c1ccc(NC(=O)Cn2nc(-c3ccccc3)c3ccccc3c2=O)cc1	-7%	-2%
Cc1ccc(NC(=O)CN2C(=O)CN=C(c3ccccc3)c3ccccc32)c(C)c1	1%	-5%
Cc1ccc(CN2C(=O)c3ccccc3Sc3ccc(C(=O)N4CCC5(CC4)OCCO5)cc32)cc1	?	-11%
Cc1c(C=O)c(C)n(C(C)C)c1C	9%	-3%
CCCOc1cccc(CCN)c1	1%	5%
O=C1NCN(c2ccccc2)C12CCN(CC1COc3ccccc3O1)CC2 (stereo not drawn)	-4%	-3%
Cc1ccccc1C(O)(c1ccccc1C)C1CN2CCC1CC2 (stereo not drawn)	-14%	-13%
CN1CCC(=O)C2CCCCC21 (stereo not drawn)	-17%	-17%
O=S1(=O)N(Cc2ccccc2)CCCN1Cc1cccc(Cl)c1	?	?
CCN1CCN(C(=O)COc2ccc3c(=O)c(-c4ccccc4)coc3c2)CC1	-9%	3%
O=C(CSC(c1ccccc1)c1ccccc1)Nc1ccc2c(c1)OCCCO2	-11%	-10%
O=C1/C(=C\c2ccccc2F)N2CCC1CC2	-11%	-7%
NCc1cc(=O)[nH]o1	8%	0%
OCC1CN2CCC1CC2 (stereo not drawn)	8%	6%
CC1(C)NN1CCCCN1NC1(C)C (stereo not drawn)	-5%	0%
Cc1ccc(-n2nc(C)c3c2NC(=O)CSC3c2ccc(O)cc2)cc1Cl (stereo not drawn)	-10%	?
CC(NC(C)c1ccccc1F)C(=O)c1c[nH]c2ccccc12 (stereo not drawn)	-3%	-2%
COc1ccc2c(c1)c(C(=O)OC(C)C(=O)NC(C)(C)C)c(C)n2C1CC1 (stereo not drawn)	-8%	-6%
COc1ccc(-c2c(C)c3ccc(OC(=O)N(C)C)cc3oc2=O)cc1	-7%	-6%
COc1ccc2c(c1)C13CCCCC1C(C2)N(C)CC3 (stereo not drawn)	-3%	-10%
CSc1nc(N)c2c(n1)OC(N)=C(C#N)C2c1ccccc1F (stereo not drawn)	-1%	4%
CCOc1ccc(CN(CCc2ccc3c(c2)OCO3)Cc2cc(OC)ccc2O)cc1	-18%	-3%

# Gathered by group: the compounds so far containing bromine.
SMILES	AID inhibitor	UDG counterscr
O=C1/C(=C\c2ccc(Br)cc2)N2CCC1CC2	-4%	-3%
O=C(Nc1ccc(Br)cc1C(=O)c1ccccc1Cl)c1ccccc1F	-4%	-2%
Cc1ccc(-n2c(/C=C/c3cc(Br)cs3)nc3ccccc3c2=O)cc1	-14%	14%

# More records
SMILES	AID inhibitor	UDG counterscr
Cc1nnc(NC(=O)c2cccn(Cc3cccc(Cl)c3)c2=O)s1	?	-17%
Cc1ccc(Cn2cccc(C(=O)Nc3cc(C)on3)c2=O)cc1	7%	?
COc1ccc(-c2c(C)c3cc(OC(=O)N(C)C)ccc3oc2=O)cc1	-7%	6%
COc1ccc(OC)c(CCNCc2c(C(=O)O)c(C)n(Cc3ccc(F)cc3Cl)c2C)c1	-13%	-10%
CCOc1ccc(NC(=O)Cn2cc(C(=O)c3ccccc3)c3ccccc32)cc1	1%	-12%
CN1CCC(c2c[nH]c3ccc(O)cc23)CC1	2%	-4%
O=C(Nc1cc(C(F)(F)F)cc(C(F)(F)F)c1)c1cccn(Cc2ccccc2Cl)c1=O	?	-14%
CN[C@@H]1C[C@@H](c2ccc(Cl)c(Cl)c2)c2ccccc21	-15%	2%
COc1ccc(-c2c(C#N)c(N)nc3c2c(=O)nc2sccn23)cc1OC	12%	2%
CC1=NN=C(c2ccc(N)cc2)c2cc3c(cc2C1)OCO3	-13%	-9%
C1NC2CC3CC1CC(C3)C2	-1%	-7%
CC12CCC(O)CC1CCC1[C@@H]2CCC2(C)C(C3=CC(=O)OC3)C(O)CC12O (stereo partly drawn)	-1%	-3%
CC(C)(O)[C@@H]1C2OC(=O)[C@@H]1[C@]1(O)C[C@H]3O[C@]34C(=O)O[C@H]2[C@]14C (tested in a mixture with another compound)	7%	7%
CC(N)Cc1c[nH]c2ccccc12 (stereo not drawn)	7%	-6%
COc1ccc(C)cc1NC(=O)c1cccn(Cc2cccc([N+](=O)[O-])c2)c1=O	-5%	-19%
Cc1cc(C(=O)C(Cl)(Cl)Cl)c(C)n1C	11%	-2%
Cc1ccccc1C(O)(Cc1ccccc1)C1CN2CCC1CC2 (stereo not drawn)	-20%	-8%
N[C@@H](Cn1ccc(=O)[nH]c1=O)C(=O)O	-1%	-8%
Cc1cccc(-c2nn3c(=O)cc(CN4CCN(C(=O)COc5ccc(Cl)cc5)CC4)nc3s2)c1	11%	?
CCCCC/C=C\C/C=C\C/C=C\C/C=C\CCCC(=O)NCC(=O)O	79µM*	7%

# Bioassay records deposited in PubChem by National Center for Advancing Translational Sciences (NCATS).
